Bioassay records deposited in PubChem by National Center for Advancing Translational Sciences (NCATS).
AmpC inh detg – inhibitors of E. coli AmpC beta-lactamase with detergent; P00811; AID 485294; 370,000 compounds, 0.041% hits; Potency, µM (top dose mostly 114 µM), for inactives: at the top dose activity change, negative = inhibition, actives largely listed as inhibitors; AmpC hydrolysis of nitrocefin, absorbance 480 nm, 0.01% Triton;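 also: potency is read from the fitted curve at half-maximal effect; 0% = no-compound wells and -100% = no-enzyme wells; nearly all actives have a fitted effect of over 25% in size; some results filed as inactive show a strong effect at the top dose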
Target sequence (P00811 whole entry, looked up): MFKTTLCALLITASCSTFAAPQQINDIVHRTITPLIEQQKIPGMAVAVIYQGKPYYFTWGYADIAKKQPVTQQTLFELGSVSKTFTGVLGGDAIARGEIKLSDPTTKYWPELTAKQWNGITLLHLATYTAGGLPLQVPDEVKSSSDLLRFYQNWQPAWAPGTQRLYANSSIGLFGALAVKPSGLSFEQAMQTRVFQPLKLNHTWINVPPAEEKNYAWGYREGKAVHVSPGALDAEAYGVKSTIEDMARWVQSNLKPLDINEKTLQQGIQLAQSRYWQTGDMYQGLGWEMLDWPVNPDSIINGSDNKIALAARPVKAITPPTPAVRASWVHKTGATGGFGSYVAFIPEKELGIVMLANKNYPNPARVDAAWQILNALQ
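AmpC (5.3 nM in the dispensed reagent) in 20 mM phosphate pH 7.0 with 0.01% (detergent screen) or 0.0001% Triton X-100 was preincubated with compounds for 15 min at room temperature. Nitrocefin was then added from an 800 uM solution, and hydrolysis was followed at 480 nm.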
HCV inh – inhibitors of hepatitis C virus infection; AID 651820; Huh7.5.1 HCVcc-Cre infection, luciferase reporter, 44 h; 340,000 compounds, 3.4% hits; Potency, µM (doses to about 41.8 µM), for the others: at the highest dose activity change, negative = inhibition, hits mostly inhibitors; also: potency is read from the fitted curve at half-maximal effect
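Infectious HCV cell culture screen: compound-treated cells (1,000/well, pre-plated 4 h) are infected with HCVcc-Cre at roughly 0.5 moi and grown 44 h. Infection is quantified by luciferase signal after 15 min substrate incubation at room temperature.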
AmpC inh no detg – blocks E. coli AmpC beta-lactamase in detergent-free assay | P00811 | AmpC nitrocefin hydrolysis, absorbance 480 nm, 0.0001% Triton | Potency, µM (top dose mostly 57.1 µM), inactives show at the highest dose activity change, negative = inhibition, hits mostly inhibitors | 330,000 compounds, 0.52% hits | AID 485341;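 also: potency is read from the fitted curve at half-maximal effect; plate controls were no compound for no effect and no enzyme for full effect; nearly all actives have a fitted effect of over 20% in size; some results filed as inactive show a strong effect at the top dose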
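20 mM phosphate pH 7.0 + 0.01% (detergent screen) or 0.0001% Triton X-100; 5.3 nM AmpC reagent; cpd preinc 15 min RT; nitrocefin (800 uM stock) to start; A480 q20 s × 4 min; Activity was normalised to no-enzyme and no-compound control wells.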
FBPA Giardia inh – inhibitors of Giardia lamblia fructose-1,6-bisphosphate aldolase | purified Giardia FBPA | Potency, µM (series often up to 59.6 µM), for the others: top-dose activity, negative = inhibition, usual class: inhibitors | A8B2U2 | 290,000 compounds, 0.71% hits; also: potency is read from the fitted curve at half-maximal effect; nearly all actives have a fitted effect of over 55% in size
Target sequence (A8B2U2 whole entry, looked up): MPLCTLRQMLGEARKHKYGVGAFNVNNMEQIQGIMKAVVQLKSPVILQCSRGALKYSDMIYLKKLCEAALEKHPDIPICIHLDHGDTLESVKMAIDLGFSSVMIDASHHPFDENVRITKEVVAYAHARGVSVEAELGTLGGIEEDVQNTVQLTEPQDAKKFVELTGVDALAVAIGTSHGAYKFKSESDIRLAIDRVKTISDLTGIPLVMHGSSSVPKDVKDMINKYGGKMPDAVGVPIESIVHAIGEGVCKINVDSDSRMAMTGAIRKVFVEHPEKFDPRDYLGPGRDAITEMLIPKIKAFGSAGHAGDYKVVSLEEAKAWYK
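Giardia FBPA (40 nM reagent) was preincubated 10 min at RT with compound (up to 57.5 uM final), then substrate plus GAPDH/TPI/NAD/arsenate coupling system with diaphorase/resazurin was added; resorufin fluorescence (525/598 nm) was read after 20 min.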
Sm TGR block – S. mansoni TGR enzyme inhibition. Q962Y6. 360,000 compounds, 3% hits. Potency, µM (doses to about 114 µM), for inactives: top-dose activity change, negative = inhibition, most hits filed as inhibitors. AID 485364. purified TGR, DTNB reduction, TNB absorbance 405 nm; also: potency is read from the fitted curve at half-maximal effect; nearly all actives have a fitted effect of over 60% in size
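First, TGR (20 nM dispensed) and NADPH were mixed with compound. Second, a 15 min room-temperature incubation followed. Third, further NADPH and then DTNB were added to start the reaction. Finally, TNB absorbance was monitored kinetically.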
HCMV inh – inhibitors of human cytomegalovirus; 410,000 compounds, 4.5% hits; AID 1259415; activity change, negative = inhibition, % at 57.5 µM; HFF cells, HCMV-luciferase reporter, 72 h; active compounds read low; in the data active = activity change below about -60%; inconclusive = no clear call, values can overlap the other calls; inactive = above about -39%
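Steps: HFFs plated, 16 h 37C; compounds added; HCMV-luciferase added to MOI 1 PFU/cell; 72 h 37C; OneGlo reagent, 5 min room temperature; luminescence read, normalized to controls.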
Starred values were filed as active, the others as inactive; & = joins results of further samples; [ ] = remark or other dose. Unless noted, calls follow the shape of the dose curve; as a rule, active = well fitted curve in the direction sought with a large enough effect; inconclusive = small, poorly fitted or top-dose-only effect, or another doubt; inactive = no such curve, though single readings can be large; an effect the other way counts as inactive or inconclusive. Unless noted, % is scaled to controls: 0 for no effect and ±100 for the full control effect.

For CC(Nc1ccc(Br)cc1)C(=O)Nc1cccc(S(=O)(=O)N2CCOCC2)c1 (centres undefined) the results were AmpC inh detg 0.0%, HCV inh inconclusive, AmpC inh no detg -4.3%, Sm TGR block 2.6% and HCMV inh -10.5.
Screening COc1ccc(CCNC(=O)CCC(=O)N2CCOc3ccc(C)cc32)cc1OC returned AmpC inh detg -12.6%, HCV inh -11.6%, AmpC inh no detg 33.6%, FBPA Giardia inh 4.1%, Sm TGR block -24.1% and HCMV inh 24.3.
Screening CCOC(=O)c1cnn(-c2ccc(C(=O)Nc3ccc(OC(F)(F)F)cc3)cc2)c1N returned AmpC inh detg 9.3%, Sm TGR block 7.5% and HCMV inh 14.9.
For COc1cn(-c2ccccc2)nc1C(=O)OCC(=O)Nc1ccc(C)c(C)c1 the results were AmpC inh detg -1.7%, HCV inh -0.1%, AmpC inh no detg -21.1%, Sm TGR block 0.0% and HCMV inh 8.5.
CCOCCCNC(=O)C1(O)c2cc(Br)ccc2NC(=O)N1c1ccc(C)c(C)c1 (centres undefined) was read as AmpC inh detg 3.0%, HCV inh 10.2%, AmpC inh no detg -3.8%, FBPA Giardia inh 4.2%, Sm TGR block 8.2% and HCMV inh inconclusive.
Cc1ccc(S(=O)(=O)N2CCOCC2)cc1NC(=O)COC(=O)CNC(=O)c1ccc(Cl)cc1Cl was read as AmpC inh detg -7.8%, HCV inh 3.7%, AmpC inh no detg 66.0%[activator], Sm TGR block -4.7% and HCMV inh -67.8*.
Cc1cc(C)n2nc(N)c(N=Nc3cccc(Cl)c3)c2n1 was read as AmpC inh detg -12.3%, HCV inh -19.5%, AmpC inh no detg -14.1%, FBPA Giardia inh -11.7%, Sm TGR block 9.9% and HCMV inh inconclusive.
For Cc1cc(C)nc(NC(=NCCc2c[nH]c3ccccc23)NC(=O)Nc2ccccc2)n1 the results were AmpC inh detg inconclusive, HCV inh inconclusive, AmpC inh no detg -21.4%, FBPA Giardia inh -3.5%, Sm TGR block 6.8% and HCMV inh inconclusive.
Screening Cc1ccc(C(=O)OCC(=O)N2c3ccccc3NC(=O)C2(C)C)cc1S(=O)(=O)N1CCCCC1 returned HCV inh inconclusive, AmpC inh no detg -18.9% and HCMV inh -14.3.
Screening CCOC(=O)C1=C(C)N(C)C(=O)NC1c1cc2c(cc1Br)OCO2 (centres undefined) returned AmpC inh detg 0.2%, HCV inh -8.0%, AmpC inh no detg 15.2%, FBPA Giardia inh 0.7%, Sm TGR block -6.7% and HCMV inh 32.8.
`CC(C)c1ccc2oc(-c3cc(N)ccc3O)nc2c1` gave AmpC inh detg inconclusive, HCV inh inconclusive, AmpC inh no detg -13.2%, FBPA Giardia inh -14.5%, Sm TGR block -16.5% and HCMV inh 5.1.
`Cc1nc2c(n1O)CCC/C2=N\O` gave AmpC inh detg 6.4%, HCV inh 4.4%, AmpC inh no detg -9.8%, FBPA Giardia inh inconclusive, Sm TGR block -3.8% and HCMV inh 13.8.
COc1cc2ccccc2cc1C(=O)N/N=C/c1cccnc1 was read as AmpC inh detg 2.5%, HCV inh -17.6%, AmpC inh no detg 9.2%, FBPA Giardia inh 7.7%, Sm TGR block 5.5% and HCMV inh -2.3.
`COc1ccc(OC)c(/C=C/C(=O)NC2=NCCS2)c1` gave AmpC inh detg 8.7%, HCV inh inconclusive, AmpC inh no detg -18.8%, FBPA Giardia inh -8.8%, Sm TGR block 0.3% and HCMV inh -0.7.
Screening CN(C)C(CNC(=O)c1cccc(OC(F)F)c1)c1ccco1 (centres undefined) returned AmpC inh detg 4.6%, HCV inh 9.6%, AmpC inh no detg -41.3%, FBPA Giardia inh 0.2%, Sm TGR block -15.5% and HCMV inh -2.1.
`Cc1ccc(NC(=O)CN2C(=O)S/C(=C\c3cc(C)n(-c4ccc(C(=O)O)cc4)c3C)C2=O)cc1` gave AmpC inh detg -3.7%, HCV inh 0.1%, AmpC inh no detg -40.2%, FBPA Giardia inh 8.3% and HCMV inh 0.6.
For COc1cccc(NC(=O)CN(C)C(=O)CCCc2nc3ccccc3c(=O)[nH]2)c1 the results were AmpC inh detg inconclusive, HCV inh -12.3%, AmpC inh no detg -0.2%, Sm TGR block -8.9% and HCMV inh 1.2.
`CCOC(=O)c1ccc2c(c1)n(CC)c(/C=C/N(C)c1ccccc1)[n+]2CC` gave AmpC inh detg inconclusive, HCV inh inconclusive, AmpC inh no detg 4.2%, FBPA Giardia inh 1.5%, Sm TGR block -1.3% and HCMV inh -99.9*.
`COc1ccc(NC(=O)Nc2c(C)noc2-c2ccccc2)cc1` gave AmpC inh detg 7.3%, HCV inh 4.8%, AmpC inh no detg -24.2%, FBPA Giardia inh 3.3%, Sm TGR block 0.6% and HCMV inh -0.6.
`O=[N+]([O-])c1ccc2cn[nH]c2c1` gave AmpC inh detg -8.9%, HCV inh 0.2%[8.37 µM], AmpC inh no detg -18.4%, FBPA Giardia inh -5.6%&-0.3%, Sm TGR block 12.8% and HCMV inh 15.2.
Screening CC(OC(=O)c1cccs1)C(=O)NCc1ccc2c(c1)OCO2 (centres undefined) returned AmpC inh detg -8.0%, HCV inh 7.1%, AmpC inh no detg -24.6%, FBPA Giardia inh 4.6%, Sm TGR block 0.0% and HCMV inh 5.2.
`N#Cc1nc(-c2ccc(OCc3ccccc3)cc2)oc1NCCN1CCOCC1` gave AmpC inh detg -8.4%, AmpC inh no detg 159.4%[activator], FBPA Giardia inh -5.9% and Sm TGR block 10.8%.
Screening O=S(=O)(Nc1ncnc2scc(-c3ccc(F)cc3)c12)c1cc(F)ccc1F returned AmpC inh detg 4.6%, HCV inh 7.4%, AmpC inh no detg -41.3%, FBPA Giardia inh 4.2%, Sm TGR block -1.4% and HCMV inh -27.2.
Screening Cc1ccc(CN2Cc3cccc4c3[C@@H](CC2=O)[C@H](O)[C@H](O)C4)cc1 returned AmpC inh detg 6.6%, HCV inh 16.1%, AmpC inh no detg 1.5%, Sm TGR block -31.6% and HCMV inh 15.8.
`COc1ccc(C(C)=O)cc1COC(=O)c1c(C)nn(-c2ccccc2)c1C` gave AmpC inh detg 3.3%, HCV inh inconclusive, AmpC inh no detg 116.1%[activator], FBPA Giardia inh 0.7%, Sm TGR block inconclusive and HCMV inh -15.7.
Screening CC(C)COc1ccc(C(=O)Nc2cc(S(=O)(=O)N3CCOCC3)ccc2N2CCCC2)cc1 returned AmpC inh detg 7.5%, HCV inh -24.9%, AmpC inh no detg -17.1%, Sm TGR block -2.0% and HCMV inh 2.2.
Screening S=c1nc(C2COc3ccccc3O2)[nH][nH]1 (centres undefined) returned AmpC inh detg 3.4%, HCV inh 9.1%, AmpC inh no detg -30.7%, FBPA Giardia inh inconclusive and HCMV inh 11.9.
For CC(=O)N1CCN(C(=S)NC(=O)c2ccc(S(=O)(=O)N3CCOCC3)cc2)CC1 the results were AmpC inh detg 0.2%, HCV inh 11.7%, AmpC inh no detg -21.1%, FBPA Giardia inh 14.1µM*, Sm TGR block 7.4% and HCMV inh -16.4.
Screening Cc1ccc(S(=O)(=O)Oc2ccccc2/C=N/N=C(N)N)cc1 returned AmpC inh detg -13.2%, HCV inh -2.2%, AmpC inh no detg -10.9%, FBPA Giardia inh inconclusive, Sm TGR block 8.0% and HCMV inh inconclusive.
Screening Cc1ccc2c(c1)[C@@H]1CN(C)CC[C@@H]1N2S(=O)(=O)c1ccc(F)cc1 returned AmpC inh detg -3.8%, HCV inh 19.2%, AmpC inh no detg 19.8%, FBPA Giardia inh -24.7%, Sm TGR block inconclusive and HCMV inh -12.1.

Sorted by formula weight (low to high): four of the compounds above
Screening Cc1ccc(CN2Cc3cccc4c3[C@@H](CC2=O)[C@H](O)[C@H](O)C4)cc1 returned AmpC inh detg 6.6%, HCV inh 16.1%, AmpC inh no detg 1.5%, Sm TGR block -31.6% and HCMV inh 15.8.
`N#Cc1nc(-c2ccc(OCc3ccccc3)cc2)oc1NCCN1CCOCC1` gave AmpC inh detg -8.4%, AmpC inh no detg 159.4%[activator], FBPA Giardia inh -5.9% and Sm TGR block 10.8%.
For CC(Nc1ccc(Br)cc1)C(=O)Nc1cccc(S(=O)(=O)N2CCOCC2)c1 (centres undefined) the results were AmpC inh detg 0.0%, HCV inh inconclusive, AmpC inh no detg -4.3%, Sm TGR block 2.6% and HCMV inh -10.5.
Screening CC(C)COc1ccc(C(=O)Nc2cc(S(=O)(=O)N3CCOCC3)ccc2N2CCCC2)cc1 returned AmpC inh detg 7.5%, HCV inh -24.9%, AmpC inh no detg -17.1%, Sm TGR block -2.0% and HCMV inh 2.2.

Next part:
`O=C(Nc1ccc(F)cc1)c1nc[nH]c1C(=O)Nc1ccc([N+](=O)[O-])cc1` gave AmpC inh detg -3.1%, HCV inh 6.1%, AmpC inh no detg -33.4%, FBPA Giardia inh -8.0%, Sm TGR block -6.1% and HCMV inh -60.8*.
For COc1cc(OC)cc(C(=O)N[C@H](C(=O)Nc2nc3ccc(S(C)(=O)=O)cc3s2)C(C)C)c1 the results were AmpC inh detg -4.8%, HCV inh 5.3%, AmpC inh no detg 25.9%, FBPA Giardia inh -16.0%, Sm TGR block -8.3% and HCMV inh 111.0.
Screening CSCC(CO)NS(=O)(=O)c1ccc(C)cc1 (centres undefined) returned AmpC inh detg 9.7%, HCV inh 20.2%, AmpC inh no detg -5.5%, FBPA Giardia inh 3.7%, Sm TGR block 8.0% and HCMV inh 6.8.
CCc1nnc(NC(=O)CSc2nc(-c3ccc(OC)cc3)ns2)s1 was read as AmpC inh detg 2.3%, HCV inh 25.1%, AmpC inh no detg -15.0%, FBPA Giardia inh -14.3%, Sm TGR block 3.7% and HCMV inh 18.3.
`COCCN1CC(C(=O)NCc2ncccc2C)CCC1=O` (centres undefined) gave AmpC inh detg -0.4%, HCV inh 6.4%, AmpC inh no detg -9.1%, Sm TGR block 5.5% and HCMV inh 14.1.
Screening O=C(O)c1ccc(-c2ccccc2)[nH]1 returned AmpC inh detg -10.8%, HCV inh 7.3%, AmpC inh no detg -20.8%, FBPA Giardia inh 6.0%, Sm TGR block 6.6% and HCMV inh 15.1.
For COc1ccc2c(c1)C1=C(CC2)C(c2ccc(C)cc2)NC(=S)N1 (centres undefined) the results were AmpC inh detg -14.4%, HCV inh 11.2µM*, AmpC inh no detg -53.3%, FBPA Giardia inh -7.5%, Sm TGR block -7.1% and HCMV inh inconclusive.
O=Nc1c2ccc[nH]c-2c2ccc([N+](=O)[O-])cc12 was read as AmpC inh detg -1.7%, HCV inh -21.2%, AmpC inh no detg -8.6%, FBPA Giardia inh 5.0%, Sm TGR block 0.9% and HCMV inh -23.8.
Screening O=C(Oc1ccc(N(Cc2cccs2)C2=NS(=O)(=O)c3ccccc32)cc1)c1ccccc1 returned AmpC inh detg -5.7%, HCV inh -3.4%, AmpC inh no detg -2.5%, FBPA Giardia inh -0.5%, Sm TGR block 5.7% and HCMV inh 20.2.
